Compound activity: PubChem BioAssay, several laboratories
MsrA inhibitor = inhibits bovine methionine sulfoxide reductase A; hit rate 0.75% among 360,000; purified bovine MsrA, absorbance read-out; inhibition, % at 15.5 µM; in the data active = inhibition above about 4.5%;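 note: 0% = vehicle wells with enzyme and 100% = reference inhibitor wells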
SUMO1 PPI mod = SUMO1-SIM interaction modulation. P63165. SUMO1 binding to a labelled peptide, TR-FRET, 1 h. inhibition, % at 20 µM. hit rate 0.33% among 360,000; in the data active = inhibition above about 37%
Target sequence (P63165 whole entry, looked up): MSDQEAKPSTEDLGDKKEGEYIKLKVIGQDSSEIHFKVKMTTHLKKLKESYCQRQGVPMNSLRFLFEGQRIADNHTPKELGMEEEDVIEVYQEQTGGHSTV
Tb MetRS inh = blocks T. brucei methionyl-tRNA synthetase activity; purified T. brucei MetRS, ATP depletion, Kinase-Glo luminescence; inhibition, % at 11.9 µM; hit rate 0.4% among 360,000; AID 624268;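 active = inhibition above a per-plate cutoff of the control wells' mean inhibition plus 3 SD, cut at about 5.5% in these data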;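 note: 0% = DMSO wells median and 100% = median of wells with control inhibitor compound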
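technique = Kinase-Glo luminescence, ATP depletion format | system = purified MetRS (methionyl-tRNA synthetase) enzyme from Trypanosoma brucei | timing = 15 min preincubation, 2 h reaction, all 25 °C | evaluation = percent inhibition versus plate control medians | dosing = single dose, 11.9 µM final nominal, 0.9% final DMSO | also added = substrates ATP, L-methionine and bulk Escherichia coli tRNA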
Scp-1 inhibitor = inhibitors of human Scp-1 phosphatase | Recombinant Scp1, phosphopeptide, malachite green phosphate absorbance | inhibition, % at 20 µM | hit rate 0.88% among 340,000 | AID 493091;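 active = inhibition above about 50% at 20 µM, limit read from the data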;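 note: plate controls were DMSO wells with enzyme for no effect and wells lacking enzyme for full effect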
Target sequence (Q9GZU7 76-261 limits assumed): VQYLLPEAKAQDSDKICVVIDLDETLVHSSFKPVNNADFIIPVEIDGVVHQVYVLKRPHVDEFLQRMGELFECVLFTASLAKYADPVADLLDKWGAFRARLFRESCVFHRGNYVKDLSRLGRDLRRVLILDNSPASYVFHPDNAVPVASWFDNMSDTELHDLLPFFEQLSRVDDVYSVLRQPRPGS
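Test system: SCP-1 phosphatase catalytic domain, residues 76-261 | Compound dosing: One concentration, 20 µM, with 1.0% DMSO | Schedule: 45 min room-temperature reaction, 5 min colour, 30 min stabiliser | Detection: Absorbance at 630 nm | Read-out basis: % inhibition of SCP-1 phosphate liberation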
DNMT1 block = blocks human DNA methyltransferase DNMT1. P26358. DNMT1 molecular beacon, Hinp1I cleavage, fluorescence. inhibition (reported as % activation of signal), % at 10 µM. hit rate 0.83% among 360,000. AID 588458; in the data active = inhibition above about 50%
LMPTP inh = blocks human LMPTP phosphatase. P24666. recombinant LMPTP-A, OMFP fluorogenic substrate, fluorescence intensity. inhibition, % at 20 µM. hit rate 0.22% among 360,000;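 active = compounds that cut the enzyme signal by at least half of the control window in the single-dose screen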;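 note: plate controls were DMSO wells with enzyme plus substrate for no effect and substrate without enzyme for full effect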
Target sequence (P24666 whole entry, looked up): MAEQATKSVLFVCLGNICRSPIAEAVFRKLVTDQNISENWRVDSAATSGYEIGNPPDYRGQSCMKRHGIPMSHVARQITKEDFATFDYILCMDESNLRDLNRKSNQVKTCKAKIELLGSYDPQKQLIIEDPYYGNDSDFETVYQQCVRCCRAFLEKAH
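Test system: LMPTP-A, protein tyrosine phosphatase of low molecular weight; Input: 0.625 nM enzyme; Incubation: 50 min dark incubation at room temperature; Signal: endpoint fluorescence intensity from OMFP dephosphorylation; Read-out basis: % inhibition versus control wells.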
STEP inh = inhibitors of human striatal-enriched phosphatase STEP | P54829 | recombinant STEP, OMFP fluorogenic substrate, fluorescence | inhibition, % at 20 µM | hit rate 0.25% among 360,000;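 active = inhibition at 20 µM, scaled per plate between control wells, above about 37%, limit read from the data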;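 note: 0% = DMSO with enzyme and substrate and 100% = substrate only without enzyme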
Target sequence (P54829 whole entry, looked up): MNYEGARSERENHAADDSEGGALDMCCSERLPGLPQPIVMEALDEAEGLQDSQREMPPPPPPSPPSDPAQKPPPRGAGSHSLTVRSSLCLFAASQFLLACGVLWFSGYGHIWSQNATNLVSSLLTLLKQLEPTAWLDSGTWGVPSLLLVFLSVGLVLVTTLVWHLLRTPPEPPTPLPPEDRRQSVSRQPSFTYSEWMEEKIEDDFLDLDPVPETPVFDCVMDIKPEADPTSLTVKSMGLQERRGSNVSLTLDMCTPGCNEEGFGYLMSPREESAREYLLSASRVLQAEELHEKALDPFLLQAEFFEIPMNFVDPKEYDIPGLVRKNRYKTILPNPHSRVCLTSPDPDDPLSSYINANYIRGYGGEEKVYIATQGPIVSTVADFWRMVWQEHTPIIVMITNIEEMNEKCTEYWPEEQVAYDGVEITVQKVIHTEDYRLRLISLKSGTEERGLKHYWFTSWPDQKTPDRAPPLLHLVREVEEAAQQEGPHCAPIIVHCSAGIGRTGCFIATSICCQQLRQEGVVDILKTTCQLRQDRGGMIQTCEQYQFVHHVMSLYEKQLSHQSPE
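System: STEP phosphatase, cell-free reaction; Buffer or medium: Bis-Tris pH 6.0 buffer with DTT, detergent; Incubation: 20 min at room temperature, dark; Measured by: fluorescence, 480/540 nm.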
NadD inh = NadD (S. aureus) enzyme inhibition. inhibition, % at 20 µM. hit rate 0.78% among 360,000. purified NadD enzyme, colorimetric absorbance read-out; in the data active = inhibition above about 26%; note: some compounds past the cut are filed as inactive
Rpn11 inh = blocks the human proteasome subunit Rpn11; hit rate 0.59% among 360,000; calls only at 20 µM; human 26S proteasome, Ub4-pepOG fluorescence polarization; 20S core pre-blocked with epoxomicin; O00487; AID 588493;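 active = inhibition at 20 µM, scaled to each plate's controls, above about 33%, limit read from the data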
CSN deneddyl inh = blocks human CSN-mediated cullin deneddylation; Q92905; Purified CSN, SCF-Nedd8-OG deneddylation, fluorescence polarization; inhibition, % at 12.5 µM; hit rate 0.38% among 360,000;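 active = pattern-corrected inhibition above about 35%, with an unprinted fluorescence ratio check between 0.5 and 1.5, limit read from the data, passing the limit was not always enough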;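 note: 0% = enzyme with substrate and 100% = substrate without enzyme; some results filed as inactive read as strong as hits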
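Test system: Human Csn5 produced in HEK293T cells | Compound: 12.5 µM single point | Times: 90 min, room temperature | Signal: Fluorescence polarization readout | Read-out basis: % inhibition of substrate cleavage by Csn5 | Controls: no-enzyme wells high, enzyme-with-substrate wells low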
Starred values were filed as active, the others as inactive; i = inactive; . = no result given; + = active, no number.

SMILES,MsrA inhibitor,SUMO1 PPI mod,Tb MetRS inh,Scp-1 inhibitor,DNMT1 block,LMPTP inh,STEP inh,NadD inh,Rpn11 inh,CSN deneddyl inh
CN(C)CCOc1ccc2c(c1)C(=O)C(=Cc1ncc([N+](=O)[O-])n1C)C2,2.4,-38,-0.2,.,-20,0.5,1,-5,i,-2
COc1ccc(C(=O)/C=C/Nc2ccc(S(=O)(=O)Nc3nc(C)cc(C)n3)cc2)cc1OC,3.4,4,-0.7,-4,-1,1.3,3,14,i,6
O=C(Nc1ccc(F)cc1)c1cccc2c1C(=O)N(Cc1ccccn1)C2,-0.7,4,-0.7,5,0,1.1,0,-9,i,-5
Cc1cc(F)ccc1NC(=O)Nc1ccc2c(c1)OCO2,0.2,2,0.3,-5,4,-0.6,-1,3,i,-2
Cc1cccc(C)c1NC(=O)c1nc(S(=O)(=O)Cc2ccccc2)ncc1Cl,0.9,4,0.1,-8,2,-0.6,-3,-13,i,0
NNC(=O)C1SCCN1S(=O)(=O)c1ccc(Cl)cc1 (centres undefined),-1.7,1,-1.0,-8,-1,0.7,0,0,i,0
Cc1cc(NC(=O)CCC(=O)N(CC(=O)NC2CCCC2)c2cccc(C)c2C)no1,0.7,-3,-0.7,-10,2,0.4,0,-12,i,1
CCc1cccc(OCC(=O)Nc2cc(Cl)ccc2-n2cncn2)c1,-0.2,5,-0.3,1,-2,2.1,2,-11,i,4
CCc1c(C)nc(N2CCN(c3ccc(Cl)cc3)CC2)[nH]c1=O,-0.8,1,0.6,-7,5,-0.6,-2,-1,i,2
CC(NC(=O)c1ccc(Cl)cc1)C(=O)N1CCCCC1 (centres undefined),0.1,2,-0.8,-1,1,-1.3,-1,0,i,5
Cn1nnc2cc(C(=O)Nc3ccccc3)ccc21,0.5,-4,-1.0,-8,2,-3.1,0,-5,i,-2
COc1cc(/C=N/n2nnnc2N)ccc1OC(C)=O,1.8,-1,-0.2,-8,-1,-0.6,-1,-7,i,-1

Some entries already given with just MsrA inhibitor, LMPTP inh and SUMO1 PPI mod:
SMILES,MsrA inhibitor,LMPTP inh,SUMO1 PPI mod
NNC(=O)C1SCCN1S(=O)(=O)c1ccc(Cl)cc1 (centres undefined),-1.7,0.7,1
Cc1cc(NC(=O)CCC(=O)N(CC(=O)NC2CCCC2)c2cccc(C)c2C)no1,0.7,0.4,-3
CCc1cccc(OCC(=O)Nc2cc(Cl)ccc2-n2cncn2)c1,-0.2,2.1,5
CCc1c(C)nc(N2CCN(c3ccc(Cl)cc3)CC2)[nH]c1=O,-0.8,-0.6,1

Next part
SMILES,MsrA inhibitor,SUMO1 PPI mod,Tb MetRS inh,Scp-1 inhibitor,DNMT1 block,LMPTP inh,STEP inh,NadD inh,Rpn11 inh,CSN deneddyl inh
CCOC(=O)c1c(C)n(-c2ccc(C)cc2)c2c(C(C(C)=O)C(=O)O)c(Br)c(O)c(O)c12 (centres undefined),1.6,13,-0.7,-10,-6,0.5,4,13,i,-2
CCN(CC)C(=O)c1ncn2c1C(=O)N(C)CC2,-0.5,4,-0.2,.,4,-1.9,-3,-2,i,4
CCCN1C2CCCC1CC(NC(=O)c1ccc(F)cc1)C2 (centres undefined),0.3,0,0.5,-1,2,-2.4,0,-2,i,2
COCCNC(=O)CN(Cc1ccc(F)cc1)C(=O)CCC(=O)Nc1nccs1,3.4,-1,-0.2,-3,1,-0.6,-1,-3,i,4
COc1ccc(S(=O)(=O)N2CCC[C@H]2C(=O)N2CCC[C@H]2C(=O)NCc2ccncc2)cc1C,-0.9,-4,-0.3,.,.,-1.0,.,1,.,2
Cc1ccc2[nH]c(O)c(N=NC(=O)CCc3ccccc3)c2c1Br,-0.1,2,0.5,-8,0,2.3,-3,-12,i,5
Cc1cc(C(=O)Nc2c(C)nn(Cc3ccccc3Cl)c2C)no1,1.2,-1,-1.2,-1,1,-1.2,-4,-7,i,1
CC(=O)N(CCCCl)C(C#N)c1ccccc1 (centres undefined),-0.4,1,-0.2,1,0,-1.4,0,-6,i,5
COc1ccc(Cl)cc1C(=O)Nc1nnn(C)n1,0.0,0,-1.7,5,5,-1.0,-1,0,i,0
COc1ccc(S(=O)(=O)N2CCN(c3ccccc3)CC2)cc1,0.3,-1,-0.6,-5,-3,0.8,-1,-8,i,-10
Cn1c(=O)cc(SCC(=O)NCCC2=CCCCC2)c2ccccc21,0.3,5,0.2,-5,-1,-0.2,2,-2,i,0
O=C(Nc1ccccc1Cl)NC1(C(=O)N2CCCC2)CCCCC1,0.7,-1,-0.8,3,1,-1.8,1,-4,i,1

(next part)
SMILES,MsrA inhibitor,SUMO1 PPI mod,Tb MetRS inh,Scp-1 inhibitor,DNMT1 block,LMPTP inh,STEP inh,NadD inh,Rpn11 inh,CSN deneddyl inh
Cc1ccc(OC(=O)c2ccccc2C(=O)OCC(F)(F)C(F)F)cc1,.,0,0.1,-9,-1,2.1,2,3,i,-2
O=C(/C=C/c1ccco1)OCc1nnc(-c2ccccc2)o1,0.5,-21,-0.2,21,27,7.7,4,-4,i,2
O=C(CNS(=O)(=O)c1cccs1)NCc1ccccc1,1.3,0,-0.2,0,-4,-0.9,-2,3,i,0
Cn1c(N2CCCCC2)nc2c1c(=O)n(Cc1cccc(Br)c1)c(=O)n2C,.,9,0.2,-1,4,0.7,1,-5,i,4
COc1ccc(C(=O)N2CCCC2)cc1,-0.8,1,-1.0,0,3,-0.9,-2,-1,i,0
O=C(Nc1ccc(S(=O)(=O)N2CCCC2)cc1)C1CCCCC1,-1.1,-6,0.2,-10,1,-0.9,0,-7,i,-2
CCCS(=O)(=O)c1c(S(=O)(=O)CCC)c2c(N)cccn2c1C(=O)c1ccc(Br)cc1,1.3,3,-1.0,-5,-13,2.5,-6,26,i,13
O=C(CCNS(=O)(=O)c1ccccc1)OCc1nnc(-c2ccccc2)o1,-1.4,5,-0.6,-2,4,-0.8,-1,-4,i,-2
N=C1C(c2ccccc2)=C(O)CN1c1ccccc1N1CCOCC1,0.2,0,-0.2,-10,0,-1.0,-2,5,i,4
CC(=NNC(=S)N(Cc1ccccn1)Cc1ccccn1)c1cnccn1,0.9,-24,-0.3,-13,-17,-0.4,0,0,i,-3
COc1cc(C(=O)Nc2ccc3oc(-c4cccnc4)nc3c2)cc(OC)c1OC,0.7,22,-0.3,-7,-1,0.7,1,-2,i,6
COc1cccc(CN2CCN(Cc3cccc4c3OCO4)CC2CCO)c1 (centres undefined),0.8,2,-0.2,-6,0,2.6,2,1,i,-4

Later entries.
SMILES,MsrA inhibitor,SUMO1 PPI mod,Tb MetRS inh,Scp-1 inhibitor,DNMT1 block,LMPTP inh,STEP inh,NadD inh,Rpn11 inh,CSN deneddyl inh
CSC1=N/C(=C\c2c(F)cccc2Cl)C(=O)S1,0.8,5,0.2,-10,0,0.7,-3,-4,i,4
Cc1cccc(SC2CCN(C(=O)C3CCC(=O)N(C4CC4)C3)CC2)c1 (centres undefined),-0.3,2,-1.2,3,-1,-0.4,0,-3,i,-3
Cc1ccc(CNC(=O)CN2C(=O)c3ccccc3S2(=O)=O)cc1,-1.5,4,-0.6,-1,-2,-0.8,-1,2,i,2
COc1ccc(CN2CCN(C(=O)c3ccc(F)cc3)CC2)c(OC)c1,1.0,4,0.0,-6,-1,-3.7,0,-3,i,-6
O=C(CN1CCOCC1)N/N=C/c1ccc(-c2cccc(Cl)c2Cl)o1,3.1,-19,-0.1,-14,-2,2.0,2,-10,i,-1
COc1ccc(-c2c(-c3ccc(O)cc3O)n[nH]c2C(F)(F)F)cc1,-0.2,7,0.3,-20,-5,-23,-2,-6,i,-4
COc1ccc(S(=O)(=O)Nc2nc3n(n2)C(c2ccc(Cl)cc2)CC(=O)N3)cc1 (centres undefined),-0.3,5,-1.1,4,4,-1.3,-5,-18,i,0
CN(C(=O)c1cccc(NC(=O)Cc2cccc(NC(=O)C3CCCN(C(=O)CCc4ccccc4)C3)c2)c1)C1CCC1 (centres undefined),-0.7,-1,-0.2,-4,-9,0.6,-1,3,i,-2
O=C(COC(=O)C1CC(=O)N(Cc2ccccc2)C1)c1ccc(F)cc1 (centres undefined),0.8,0,0.0,10,1,0.8,0,-1,i,3
c1cnc2ccc3ncccc3c2c1,-0.7,0,0.4,2,4,3.0,-7,-4,i,-2
CC(=O)Nc1cccc(Oc2cc(C#N)c(C#N)cc2N2CCCCCC2)c1,1.4,-5,1.6,-7,-10,3.5,0,3,i,0
CC1=C(C(=O)N2CCCCCC2)CC(CC(=O)NCC2CCCCC2)C(=O)N1Cc1ccc(F)cc1 (centres undefined),-1.1,2,-0.6,.,.,0.2,.,8,.,1

Other structures follow:
SMILES,MsrA inhibitor,SUMO1 PPI mod,Tb MetRS inh,Scp-1 inhibitor,DNMT1 block,LMPTP inh,STEP inh,NadD inh,Rpn11 inh,CSN deneddyl inh
CC(C)[C@H](NC(=O)C1CCN(S(=O)(=O)c2ccccc2)CC1)C(=O)NCc1ccccc1,-0.5,0,0.0,6,0,1.1,-1,-2,i,1
CCCCn1cnc2c(=S)nc(N)[nH]c21,4.2,4,0.8,-15,1,-7.4,-6,-7,i,1
Clc1cc(NCc2ccccc2)ncn1,1.0,8,0.6,3,10,-1.4,-3,-4,i,4
CCCCn1nnnc1C(c1ccccc1)N1CCN(C/C=C/c2ccccc2)CC1 (centres undefined),-0.5,1,-0.5,.,-7,1.8,-2,-2,i,-2
CCc1ccc(N2CCN(CCNC(=O)Nc3ccccc3)CC2)cc1,0.8,3,-0.3,-5,0,-1.3,-2,-1,i,1
CCOc1cc(/C=C/C(=O)c2ccc(OC)c(CN3CCOCC3)c2)cc(Br)c1O,-0.7,-14,-0.9,-8,-6,-5.3,-2,8,+,21
COC(=O)c1ccc(C2CC(=O)Nc3cc(OC)c(OC)c(OC)c32)cc1 (centres undefined),1.9,1,-1.4,5,0,-1.4,-4,-4,i,1
CN(C)CC(C)(C)CNC(=O)c1cc(Br)cc(Br)c1O,-0.1,4,-0.2,-7,-5,-3.3,3,-6,i,2
CCOC(=O)N1CCN(C(=O)CSc2cc(C)nc3c(-c4ccccc4OC)c(C)nn23)CC1,0.3,7,-0.6,1,-1,0.7,-1,0,i,2
CCc1nnc(NC(=O)C=C(C)C)s1,0.5,-3,-1.3,0,1,-1.9,6,-2,i,-3
